Lipid droplet – modulators of hepatic lipid droplet formation | AML12 mouse hepatocytes, oleate lipid droplets, BODIPY imaging | inhibition, % at 6.5 µM | 240,000 tested, 0.4% active | AID 1656;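 active = lipid droplet intensity inhibited by at least 50%, with more than 500 cells counted; inconclusive = wells with under 300 cells, treated as cytotoxic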
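Material: mouse AML12 hepatocyte cell line, fixed after treatment; Timing: compound with oleate, overnight; Technique: high-content imaging of BODIPY-stained droplets and DAPI nuclei; Probe or stimulus: oleate, 100 µM final; Dosing: compound at 6.5 µM only.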
Ins promoter up – MIN6 insulin promoter up-regulation | MIN6 insulin promoter-GFP reporter, high-content imaging; active compounds read high | z-score at 5 µM | 190,000 tested, 0.3% active | AID 1625;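 active = z-score above 3 at 5 µM with at least 500 cells counted in the well; inconclusive = wells under 500 cells, flagged as cytotoxic or low count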
T cell HTS – T cell immune modulation candidate; 2C CD8+ T cell-vesicle binding, flow cytometry; active compounds read low; calls only at 7 µM; 330,000 tested, 0.068% active;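 active = response, share of CD8 T cells binding vesicles, and their 90th percentile fluorescence all below set limits, cut at about 80% in these data, passing the limit was not always enough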
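Also added: QL9-peptide-loaded Drosophila micro-vesicles bearing Ld, ICAM-1 and B7-1; Test system: purified 2C TCR transgenic mouse naive CD8+ T cells; Measured by: cytometric PE anti-B7-1 and Alexa647 anti-CD8 signals after 1% paraformaldehyde fixation; Timing: binding step 1.5 h, 37 °C, antibody labelling 20 min, ice.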
bCat nuc transl – alters nuclear translocation of beta-catenin in HeLa cells; immunofluorescence imaging; nuclear translocation activity, % at 5 µM; 190,000 tested, 0.3% active; AID 1665;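 active = nuclear translocation activity above 50% at 5 µM, with a well cell count of 50 or more; inconclusive = wells under 50 cells across six images, flagged as toxic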;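 also: per-cell ratio of nuclear to cytoplasmic median beta-catenin stain intensity; plate controls were DMSO negative control for no effect and GSK-3 inhibitor IX positive control for full effect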
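Test system: human HeLa cells, native beta-catenin. Compound dosing: 5 µM primary single dose, 0.1% DMSO, 0.02–20 µM confirmation series. Incubation: compound exposure 24 h at 37°C. Detection: beta-catenin immunostaining with DAPI counterstain, 20x imaging, 6 fields/well. Read-out basis: Nuclear/cytoplasmic beta-catenin signal ratio, % activation.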
West Nile virus CPE – inhibition of WNV-induced cytopathic effect – cell-based, CPE readout (AID 1621); 290,000 tested, 0.02% active; West Nile virus-infected cells, CPE inhibition; higher % means a stronger effect; one-dose CPE inhibition, % at 10 µM; IC50 in µM for titrated hits; in the data active = a potency from the dose series; inconclusive = CPE inhibition mostly from about 3.7% at the one dose, without a potency; inactive = the rest, 99 in 100 with CPE inhibition below about 2.2%; also: strong numbers were not always called active
MT stabilizer – microtubule stabilization, imaging screen; AID 2205; % tubulin-high responders, % at 10 µM; 200,000 tested, 0.83% active; HeLa tubulin immunostaining HCS, 24 h; share of cells brighter than vehicle mean+2SD;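 active = plate Z-score above 3 for both tubulin-high and condensed-nucleus cell shares, with cell loss under 80%, at 10 µM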;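 also: anti alpha tubulin signal scored within the nucleus-defined area of each cell; some results filed as inactive read as strong as hits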
Autophagy mod – alters autophagy in cells | MEF GFP-LC3 puncta imaging; test concentration mostly 10 µM | calls only at 10 µM (by protocol) | 190,000 tested, 0.98% active;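 active = percentage of spot-positive cells more than 3 SD above its plate mean, without a fluorescence outlier flag or 80% toxicity; inconclusive = no clear call, values can overlap the other calls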;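 also: spot-positive cell cutoff set from DMSO-treated cells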
WT yeast gro inh – growth inhibition of WT yeast, mitochondrial fusion screen | mitochondrial fusion phenotypic screen, WT strain | 190,000 tested, 2.1% active | inhibition, % at 10 µM; in the data active = inhibition above about 58%; tested in S. cerevisiae
Myeloid diff 2 – myeloid differentiation induction; ER-HoxA9 myeloid progenitors, lysozyme-GFP differentiation, flow cytometry; calls only at 10 µM; 360,000 tested, 1% active; AID 624256;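 active = normalized GFP-positive differentiation at or above the plate's own cutoff, the solvent-only control mean plus 3 SD; inconclusive = no clear call, values can overlap the other calls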;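 also: cells exposed to compound for four days before flow analysis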
WT yeast gro inh mutant strain – also measured in WT yeast gro inh; calls as there; inhibition, %; mitochondrial fusion phenotypic screen, mutant strain inhibition
Ins promoter up cell count – further read-out of Ins promoter up, marked with its call; cell count; measured here: cytotoxicity, nuclei count;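 total cells summed across four imaged fields per well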
Lipid droplet cells 6.5 µM – second read-out of Lipid droplet, no call of its own (marks repeat the call); cell count; measured here: cell count, cytotoxicity flag;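 cells counted across two imaged fields per well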
bCat nuc transl cell count 5 µM – also measured in bCat nuc transl; calls as there; cell count; measured here: cell count, cytotoxicity flag
T cell HTS vesicle-bound % – also measured in T cell HTS; calls as there; double positive events, %; measured here: CD8+ vesicle-bound cell fraction;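 binding gate set so that unloaded-vesicle control wells show 10% double positive cells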
MT stabilizer Hoechst-high % – recorded beside MT stabilizer, whose call it bears; % Hoechst-high responders; measured here: nuclear condensation Hoechst responders;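 share of cells brighter than vehicle mean plus two SD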
MT stabilizer cytotoxicity % – also measured in MT stabilizer; calls as there; toxicity, %; measured here: cytotoxicity by cell density;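 0% = mean cell density of plate MIN control wells and 100% = no cells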
Autophagy mod cell loss 18 h – second read-out of Autophagy mod, no call of its own (marks repeat the call); toxicity, %; measured here: cell loss, nuclei count;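 cell loss after 18 h compound exposure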
Myeloid diff 2 GFP+ MAC1+ % – further read-out of Myeloid diff 2, marked with its call; GFP+ MAC1+ double positive, %; measured here: differentiation confirmed by MAC1 staining
* marks the source's active call; other numbers are inactive results; i = inactive; ? = inconclusive; · = not tested or not shown.

SMILES	Lipid droplet	Lipid droplet cells 6.5 µM	Ins promoter up	Ins promoter up cell count	T cell HTS	T cell HTS vesicle-bound %	bCat nuc transl	bCat nuc transl cell count 5 µM	West Nile virus CPE	MT stabilizer	MT stabilizer Hoechst-high %	MT stabilizer cytotoxicity %	Autophagy mod	Autophagy mod cell loss 18 h	WT yeast gro inh	WT yeast gro inh mutant strain	Myeloid diff 2	Myeloid diff 2 GFP+ MAC1+ %
CCCc1cc(=O)[nH]c(SCc2cccnc2)n1	-1.1	747	0.28	1034	i	36.4	1.0	1079	0.1%	3.5	1.9	4.2	i	-7.6	7.2	12.3	i	0.7
O=S(=O)(c1ccc(F)c(Cl)c1)N1CCCC1	-15.6	665	-0.45	1883	i	15.4	-0.5	961	0.0%	3.5	2.9	23.6	i	-0.2	-14.0	-3.9	i	6.9
COCCNC(=O)/C(C#N)=C/c1ccc(N2CCOCC2)o1	5.4	761	2.29	1227	i	50.3	-0.6	576	-0.4%	6.1	2.6	8.0	i	-18.8	-4.0	-5.4	i	0.3
COc1ccc(NC(=O)CSc2nc3c(c(-c4cccs4)c2C#N)CN(C)CC3)cc1OC	·	·	·	·	i	29.9	·	·	0.3%	1.6	1.3	10.7	i	-0.9	11.8	0.1	i	8.9
S=c1[nH]nc(Cc2ccc(Cl)cc2)o1	13.2	707	-0.16	1097	i	53.8	-0.3	1340	0.6%	·	·	·	·	·	·	·	i	0.5
COc1ccccc1C1(O)C(=O)Nc2ccccc21 (stereo unspecified)	20.1	868	·	·	i	61.6	·	·	0.8%	·	·	·	·	·	·	·	i	0.7
Cc1ccc2c(Cl)cc(Cl)c(OCc3c(C)noc3C)c2n1	-41.3	545	-0.12	1228	i	21.4	0.7	1079	0.1%	4.9	1.1	3.3	i	1.0	33.4	3.4	i	0.5
COc1cccc(/C(O)=C2/C(=O)C(=O)N(CCCN3CCOCC3)C2c2ccncc2)c1 (stereo unspecified)	·	·	0.15	1582	i	18.7	-0.8	1383	0.7%	1.0	1.1	4.0	i	3.3	9.2	30.5	i	0.9
CCOC(=O)c1cn(Cc2cccc(C)c2)nn1	-2.2	600	-0.83	1115	i	40.2	-0.4	524	-0.1%	2.3	2.1	3.1	i	9.6	-1.3	-1.6	i	0.0
CC(=O)NC(Cc1cccc(F)c1)C(=O)NC1CCN(c2ncccc2[N+](=O)[O-])CC1 (stereo unspecified)	-0.5	586	-0.21	1509	i	38.0	2.8	967	-0.9%	0.8	0.6	5.6	i	2.9	-9.1	-11.2	i	0.4
COc1ccc(C(=O)Cn2nnc(-c3ccccc3NC(=O)C3CCCCC3)n2)cc1	-1.1	759	0.89	880	i	52.6	-3.0	1160	0.2%	3.0	0.9	4.7	i	3.6	14.3	6.9	i	0.6
CC(OC(=O)c1cc2sccc2n1C)C(=O)NCc1ccc(F)cc1 (stereo unspecified)	15.3	662	0.29	2065	i	55.2	-0.2	1046	1.5%	3.2	1.4	0.7	i	2.5	1.3	17.2	i	0.8
COC(=O)c1nnn(CC(=O)NC(=O)Nc2ccccc2F)c1C(=O)OC	13.0	676	0.65	1308	i	36.0	-1.0	1096	0.2%	2.2	2.9	4.2	i	1.5	-9.9	-0.6	i	0.0
O=C(Nc1ccc(Cl)cc1Cl)NC1CCCC1	-14.1	643	-0.61	1331	i	54.7	-1.3	934	-0.2%	1.8	1.2	3.1	i	15.3	13.0	0.6	·	·
Cn1nnc2cc(C(=O)NCCC3=CCCCC3)ccc21	2.2	742	-0.67	1011	i	47.4	-0.1	1181	0.0%	2.6	2.7	5.1	i	6.4	42.2	1.0	i	0.3
Cc1cccn2c(=O)c(C=C(C#N)C#N)c(N3CCN(C)CC3)nc12	3.1	876	·	·	i	54.8	·	·	-0.2%	·	·	·	·	·	·	·	i	0.5
COc1ccc(-c2nnn(CC(=O)N(Cc3ccccc3Cl)C(C(=O)NCC3CCCO3)c3ccco3)n2)cc1 (stereo unspecified)	·	·	-0.05	1571	i	60.0	-0.7	1319	-0.3%	1.6	2.2	7.5	i	8.2	-6.8	-11.1	i	2.8
CC(=O)N[C@@H](Cc1ccc(OC(F)(F)F)cc1)C(=O)O	-18.8	697	-0.37	1415	i	53.8	-2.0	1185	0.3%	·	·	·	·	·	·	·	i	0.3
O=C(COc1ccc(S(=O)(=O)Nc2ccccc2)cc1)NCc1cccnc1	-11.7	674	0.05	1565	i	11.3	-0.2	1034	-0.2%	4.9	2.4	0.9	i	12.4	11.4	-0.4	i	0.3
O=C(CN(CC1CCCO1)C(=O)CNS(=O)(=O)c1ccccc1)NCc1ccc(F)cc1 (stereo unspecified)	-19.6	705	·	·	i	16.2	·	·	-0.3%	·	·	·	·	·	·	·	i	0.8
CCc1c(C)c(C#N)c2nc3ccccc3n2c1Cl	1.7	688	-1	1019	·	·	-2.2	1090	-0.7%	8.9	15.3	11.0	i	91.3	29.8	36.1	·	·
CC1CCN(S(=O)(=O)c2cccc(C(=O)N(C)C3(C)CCS(=O)(=O)C3)c2)CC1 (stereo unspecified)	-3.4	716	·	·	i	37.2	·	·	-0.2%	·	·	·	·	·	·	·	i	5.4
O=C(Nc1ccccc1Cl)c1ccccc1Cc1ccccc1	14.9	582	·	·	i	9.9	-1.6	944	-0.5%	1.0	3.0	7.5	i	-5.8	9.5	7.5	i	2.0
Cc1csc(Sc2nc3c(c(=O)[nH]c(=O)n3C)n2Cc2ccccc2Cl)n1	·	·	0.41	1030	i	35.7	0.6	1183	-0.8%	3.2	1.8	18.5	i	26.9	-11.7	6.8	i	0.3
CCc1nn(CC(=O)NCCN2CCN(C)CC2)c(=O)c2cc3c(OC)cccc3n12	5.2	815	·	·	i	15.6	·	·	-0.3%	·	·	·	·	·	·	·	i	1.8
CCN(C(=S)Nc1cc(S(=O)(=O)N2CCOCC2)ccc1Cl)c1cccc2ccccc12	2.1	711	0.88	1236	i	36.5	-2.0	506	0.3%	3.9	2.0	9.9	i	4.2	10.6	-11.4	i	0.9
COc1ccc(/C=N/n2cnnc2)cc1COc1ccccn1	-18.3	657	0	1790	i	41.5	-2.2	1171	1.0%	5.9	3.8	8.1	i	-12.8	4.9	0.9	i	0.6
CC(C)c1ccc(/C=C/C(=O)N2CCCCCC2)cc1	6.2	741	0.22	1231	i	55.5	0.8	561	-1.1%	3.3	2.5	3.7	i	-1.3	16.9	-19.2	i	0.3
CCc1ccc(OCC(=O)NNC(=O)CSc2nnc(-c3ccc(C)cc3)n2C)cc1	-1.5	733	-0.08	1369	i	38.9	-2.1	1119	-0.4%	3.3	1.7	7.7	i	5.2	-22.1	-5.6	i	0.3
COc1ccc(-n2c(SCC3CNC(=O)O3)nnc2-c2ccc(Cl)cc2)cc1 (stereo unspecified)	6.6	701	0.23	1298	i	61.3	·	·	-1.6%	2.6	1.9	3.6	i	-10.3	-12.3	9.3	i	0.1
Cc1ccc(S(=O)(=O)N2CCN(C(=O)c3cc(=O)c4ccccc4o3)CC2)cc1	-24.3	643	0.42	1740	i	19.0	-0.9	859	-0.6%	4.6	1.0	7.6	i	6.3	-3.0	-10.9	i	0.3
COc1ccc(N2CCN(CC(O)COc3ccc(C)c(C)c3)CC2)cc1 (stereo unspecified)	2.6	430	·	·	i	48.1	·	·	-0.9%	·	·	·	·	·	·	·	i	0.2
COc1ccc(C(=O)Nc2ccccc2C(=O)O)cc1Cl	9.6	654	-0.05	1447	i	42.4	-0.7	1196	-0.6%	1.9	2.2	0.2	i	3.6	24.9	18.3	i	0.0
Cc1ccc(CSCC(=O)NCc2ccc(F)cc2)cc1	-4.2	734	0.57	1317	i	20.5	-0.9	1074	-0.9%	4.2	2.0	6.9	i	-33.9	9.5	9.6	i	1.0
NCCNC(=O)Cc1cccc(NC(=O)Cc2ccc(Nc3ncnc4c3ncn4[C@@H]3O[C@H](CO)[C@@H](O)[C@H]3O)cc2)c1	-1.6	657	-0.01	1121	i	11.9	0.4	1256	0.0%	·	·	·	·	·	·	·	i	1.5
Cn1nnnc1SC(C(=O)Nc1ccc(F)cc1)c1ccccc1 (stereo unspecified)	-20.7	695	-0.09	1367	i	60.6	-1.1	1111	-0.9%	2.5	1.9	0.5	i	20.8	14.0	-1.0	i	1.0
Cc1cccc(N2CCN(S(=O)(=O)c3ccc4c(c3)CC(=O)N4C)CC2)c1C	-40.6	525	·	·	i	21.9	·	·	-0.3%	·	·	·	·	·	·	·	i	1.3
COc1nc(Nc2nc3ccccc3c(=O)[nH]2)nc2ccc(C)cc12	?	·	?	·	i	13.1	-0.2	1398	1.2%	·	·	·	·	·	·	·	·	·
O=C(NC(=S)NCc1nc2ccccc2[nH]1)c1ccccc1F	-1.0	660	-0.34	1236	i	14.9	3.9	1024	-0.2%	2.2	2.6	8.3	i	-4.6	-10.7	21.9	i	0.2
CCCn1cc(NC(=O)C2CC(c3cccc(Br)c3)=NO2)cn1 (stereo unspecified)	-14.7	656	0.32	1243	i	13.2	·	·	-0.5%	2.5	2.5	6.1	i	5.3	2.1	-40.8	i	0.7
CSc1nc2ccccc2n1Cc1cccc(F)c1	-4.5	713	0.08	1160	i	27.5	·	·	-0.5%	2.0	1.8	3.0	i	-3.2	23.5	24.2	i	1.1

Compound activity (PubChem BioAssay)

Compounds as they come; overall some 3.9% were active at least once.
